# High-throughput results from PubChem.
# UHRF1 MBD2 ctr = blocks human UHRF1 binding to methylated DNA. Q96T88. UHRF1 binding to methylated oligo, TR-FRET. inhibition, % at 4.4 µM. actives 0.75% (n = 370,000). AID 687016; in the data active means inhibition above about 21%;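 further: UHRF1 SRA domain binding a hemimethylated CpG hairpin DNA probe; 0% = median of test compound wells and 100% = reference inhibitor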
# ARFGAP1 inh = inhibitors of rat ARFGAP1 | Q62848 | Arfgap1-stimulated ARF1 GTP hydrolysis, GDP FP detection | inhibition, % at 16.5 µM | actives 0.26% (n = 360,000);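 active means inhibition above a per-plate limit, mean inhibition of low control wells plus 3 SD, cut at about 25% in these data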;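 further: 0% = DMSO wells with enzyme and 100% = wells lacking Arfgap1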
# Target sequence (Q62848 1-136 limits assumed): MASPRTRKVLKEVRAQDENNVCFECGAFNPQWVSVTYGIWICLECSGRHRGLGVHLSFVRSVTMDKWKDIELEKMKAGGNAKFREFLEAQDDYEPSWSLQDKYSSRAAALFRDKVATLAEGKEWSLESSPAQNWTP
#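 Replicates: Single well per compound | Assay system: Truncated rat Arfgap1 GAP domain | Control set: No-Arfgap1 wells (100%) versus DMSO full-reaction wells (0%) | Times: Enzyme reaction 120 min at 25 °C after 20 min preincubation | Reagent: Human ARF1(Δ1-17)-GTP substrate | Measured by: Tracer-displacement fluorescence polarization with EDTA stop, 620/688 nm | Measure: Percent inhibition of Arfgap1-stimulated GTP hydrolysis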
# MBD2 DNA inh = inhibitors of human MBD2 binding to methylated oligonucleotide; TR-FRET; AID 686964; Q9UBB5; inhibition, % at 4.4 µM; actives 0.31% (n = 370,000); in the data active means inhibition above about 13%
# Target sequence (Q9UBB5 whole entry, looked up): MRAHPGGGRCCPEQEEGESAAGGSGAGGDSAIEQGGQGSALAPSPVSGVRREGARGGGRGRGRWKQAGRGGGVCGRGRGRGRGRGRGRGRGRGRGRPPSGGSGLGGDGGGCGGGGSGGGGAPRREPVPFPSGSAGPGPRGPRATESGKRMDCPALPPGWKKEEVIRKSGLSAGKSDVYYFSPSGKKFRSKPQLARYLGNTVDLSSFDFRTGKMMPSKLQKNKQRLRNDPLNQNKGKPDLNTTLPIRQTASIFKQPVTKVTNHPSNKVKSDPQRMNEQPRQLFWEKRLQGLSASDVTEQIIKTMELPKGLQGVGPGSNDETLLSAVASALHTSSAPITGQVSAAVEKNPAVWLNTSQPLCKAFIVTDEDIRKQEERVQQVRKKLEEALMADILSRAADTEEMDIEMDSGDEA
# Tn7 DDE FP = DD(E)-Tn7 binding inhibition, primary FP screen | FP displacement of FITC-Tn7 peptide from fibrin DD(E); 0% = median of compound wells per plate | AID 720508 | P02675 | inhibition, % at 8.3 µM | actives 0.13% (n = 370,000);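 active means inhibition above the mean of compounds falling within the control limits plus 3 SD of them, cut at about 14% in these data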;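 further: 0% = plate median of compound wells and 100% = 10 µM Aha-Tn7 peptide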
#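 System: human fibrin DD(E); quantity: Fibrin-DD(E) at 2 µM final; also added: fluorescent Tn7 probe at 0.1 µM; compound dosing: single nominal test concentration of 8.3 µM per compound; schedule: 10 min preincubation, 3 h with tracer, room temperature; detection: fluorescence polarization of the labelled Tn7 tracer; repeats: one replicate per compound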
# KLK7 zymogen act = proKLK7 (human) activation, primary screen; activation, % at 7 µM; actives 0.9% (n = 370,000); AID 652039; purified proKLK7, EDANS-DABCYL substrate fluorescence; 100% is mature enzyme control, 0% vehicle;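 active means activation above the mean of all tested compounds plus 3 SD, computed per campaign excluding outliers beyond control limits, cut at about 13% in these data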
# Target sequence (P49862 whole entry, looked up): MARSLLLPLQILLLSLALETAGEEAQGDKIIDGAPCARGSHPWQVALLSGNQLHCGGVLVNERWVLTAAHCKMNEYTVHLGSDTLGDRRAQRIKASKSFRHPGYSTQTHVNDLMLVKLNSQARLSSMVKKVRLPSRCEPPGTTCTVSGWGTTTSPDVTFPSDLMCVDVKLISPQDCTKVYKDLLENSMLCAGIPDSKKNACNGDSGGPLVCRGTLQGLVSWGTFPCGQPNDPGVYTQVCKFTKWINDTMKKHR
# PLCg1 inh = blocks human PLC-gamma1 enzyme activity; actives 0.84% (n = 370,000); AID 720700; purified PLC-gamma1, fluorogenic substrate, fluorescence; P19174; inhibition, % at 12.2 µM; in the data active means inhibition above about 9.5%
# PLC-beta3 inh = inhibitors of human phospholipase C beta3 | inhibition, % at 12.2 µM | Purified PLC-beta3, fluorogenic substrate, fluorescence | actives 0.18% (n = 370,000) | AID 720704; in the data active means inhibition above about 11%;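 further: 0% = median of compound wells on plate and 100% = full blocker control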
# Tn6 DDE FP = DD(E)-Tn6 binding inhibition, primary FP screen. inhibition, % at 8.3 µM. P02675. Fibrin DD(E) TRITC-Tn6 fluorescence polarization displacement. AID 720509. actives 0.21% (n = 370,000);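 active means inhibition above a per-campaign cutoff: mean of compounds within control limits plus 3 SD, cut at about 15% in these data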;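 further: 0% = median of all compound wells on the plate and 100% = blocking peptide control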
# ASAP1 GAP inh = blocks human ASAP1-stimulated Arf1 GTP hydrolysis; Q9ULH1; GDP FP detection; inhibition, % at 16.5 µM; actives 0.19% (n = 360,000); AID 624377; in the data active means inhibition above about 25%;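 further: 0% = vehicle with enzyme and substrate and 100% = no enzyme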
# ADAM17 inh = inhibitors of human ADAM17 | AID 720648 | inhibition, % at 6.95 µM | P78536 | recombinant ADAM17, EDANS/DABCYL FRET peptide cleavage | actives 0.83% (n = 370,000);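 active means inhibition above the mean of compounds lying between control limits plus 3 SD, set per campaign, cut at about 8.5% in these data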;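 further: 0% = DMSO-only wells as the low control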
# * = called active by the depositor; . = no result given.
SMILES,UHRF1 MBD2 ctr,ARFGAP1 inh,MBD2 DNA inh,Tn7 DDE FP,KLK7 zymogen act,PLCg1 inh,PLC-beta3 inh,Tn6 DDE FP,ASAP1 GAP inh,ADAM17 inh
Oc1ccc(Oc2ccc(Oc3ccc(O)cc3)cc2)cc1,-1,2,4,4,0.1,3,-2,5,3,6
CCOc1ncccc1C(=O)OCc1csc(CC(=O)Nc2ccccc2C)n1,1,1,-1,3,0.6,4,-7,-4,7,0
CN(CCCn1ccc(NC(=O)OCc2ccccc2)nc1=O)CCc1ccccn1,-3,-8,-1,5,0.2,1,2,1,-12,2
O=C(CCCN1C(=O)c2ccccc2C1=O)N1CCN(c2ccccn2)CC1,15,-2,7,11,0.3,0,-2,-3,-9,-4
Fc1ccc(CSc2nnc3ccc(-c4ccncc4)nn23)cc1,3,5,4,1,0.6,-1,-5,-1,-3,-7
COc1cc(/C=N\NC(=O)c2ccc(Cn3nc([N+](=O)[O-])c(Cl)c3C)o2)ccc1O,-2,-8,4,-3,0.4,6,3,0,15,1
CCn1c(COc2ccc3c(c2)CCCC3)nnc1SCC(=O)Nc1ccc(C(=O)OC)cc1,-1,-4,-4,-3,0.6,0,5,1,-5,1
COc1cc(CNCc2cccs2)ccc1OCC(=O)NC(C)(C)C,0,6,-1,4,0.1,3,4,-1,-3,-1
Cc1cc(OCC(C)C)ccc1/C(O)=C1/C(=O)C(=O)N(Cc2cccnc2)C1c1ccncc1 (stereo unspecified),0,18,0,-6,-0.5,2,1,-4,-3,-3
CCCCNC(=O)CC(NS(=O)(=O)c1ccc(C)cc1)c1ccco1 (stereo unspecified),0,11,4,7,-0.7,-1,-2,-4,4,-2
COc1ccccc1/C=C/C=N/N1CCN(Cc2ccc(Cl)cc2)CC1,2,5,-9,6,-4.4,-6,-6,-1,0,-2
COc1cc(CNCCN(C)C)ccc1OCc1c(F)cccc1Cl,11,7,6,0,-0.1,-1,-6,-3,-8,-7
COc1cccc(NC(=S)/C(=C(\[O-])c2ccc(C)c([N+](=O)[O-])c2)[n+]2ccccc2)c1,-6,-2,-8,-4,0.0,-7,-9,0,2,-14
CCCNC(=O)C(Cc1ccccc1)NC(=O)Cc1ccccc1 (stereo unspecified),2,4,-5,-10,-0.4,4,0,4,12,-4
Cc1cn([C@H]2C[C@H](O)[C@@H](CNC(=O)CNC(=O)CN)O2)c(=O)[nH]c1=O,1,3,-2,-1,-0.1,0,-1,-6,0,1
CC(/C=N/Nc1nc(C)cc(=O)[nH]1)=C\c1ccccc1,0,0,-4,2,-0.7,0,1,-6,6,0
CN(c1ccccc1)c1nc(N)c([N+](=O)[O-])c(Nc2ccc(F)cc2)n1,-2,11,3,4,0.6,-12,-5,4,-7,-8
N#Cc1ccc(Oc2nc(C(N)=O)cc(-c3ccccc3)n2)cc1,-2,4,0,-2,0.1,0,-1,1,-21,-1
Cc1ccc(NC(=O)c2cc(S(=O)(=O)N3CCCC3)cn2C)cc1C,0,-3,-4,4,0.2,0,2,4,-9,-3
CCc1nnc(NC(=O)CSc2nc3c([nH]c4ccccc43)c(=O)n2CCOC)s1,-3,-4,2,2,-0.2,6,-5,0,-13,-3
COC(=O)C[C@@H]1C=C[C@@H](NS(=O)(=O)c2ccc(OC)cc2)[C@@H](CO)O1,-1,2,4,-10,-0.2,-1,5,2,1,0
CCCC(O)(c1ccc(OC)cc1)C(CN1CCOCC1)c1ccc(Cl)cc1 (stereo unspecified),5,10,3,1,1.2,11*,1,-13,-11,6
COC(=O)CCC(=O)N1CCCC(CNS(=O)(=O)c2ccc(OC)cc2)C1 (stereo unspecified),4,7,0,-5,0.1,-1,1,4,-4,2
Oc1ccccc1Nc1nc(NCc2ccco2)c2ccccc2n1,-1,12,-5,-1,0.6,0,-10,-1,1,-2

# 4 of the compounds above, with tabs:
SMILES	UHRF1 MBD2 ctr	ARFGAP1 inh	MBD2 DNA inh	Tn7 DDE FP	KLK7 zymogen act	PLCg1 inh	PLC-beta3 inh	Tn6 DDE FP	ASAP1 GAP inh	ADAM17 inh
Cc1cn([C@H]2C[C@H](O)[C@@H](CNC(=O)CNC(=O)CN)O2)c(=O)[nH]c1=O	1	3	-2	-1	-0.1	0	-1	-6	0	1
COC(=O)CCC(=O)N1CCCC(CNS(=O)(=O)c2ccc(OC)cc2)C1 (stereo unspecified)	4	7	0	-5	0.1	-1	1	4	-4	2
CN(c1ccccc1)c1nc(N)c([N+](=O)[O-])c(Nc2ccc(F)cc2)n1	-2	11	3	4	0.6	-12	-5	4	-7	-8
Oc1ccccc1Nc1nc(NCc2ccco2)c2ccccc2n1	-1	12	-5	-1	0.6	0	-10	-1	1	-2

# (more compounds)
SMILES,UHRF1 MBD2 ctr,ARFGAP1 inh,MBD2 DNA inh,Tn7 DDE FP,KLK7 zymogen act,PLCg1 inh,PLC-beta3 inh,Tn6 DDE FP,ASAP1 GAP inh,ADAM17 inh
Cc1ccc(S(=O)(=O)NCC(=O)NCC(=O)NCCc2ccccc2F)cc1C,1,-3,-1,-3,0.1,2,-3,1,9,1
COc1ccc(C2(CNC(=O)Cc3ccc(OC)c(OC)c3)CCCC2)cc1,1,9,2,-2,0.5,-1,0,-4,-8,0
CCCCSCCCNC(=O)CS(=O)Cc1nc(-c2cccc(C)c2)oc1C (stereo unspecified),2,6,-3,0,0.3,-2,-1,-1,-2,1
COc1ccc(N=Nc2nc3ccc(Br)cc3n2C)cc1,0,-3,-4,55*,-0.3,-50,-74,6,2,4
c1ccc(NN(Cc2cnccn2)c2ccccc2)cc1,-1,1,3,-4,0.5,0,1,-1,4,1
CN1CCN(C(=S)NC(=O)c2ccc(-c3ccccc3)cc2)CC1,-4,6,-1,3,0.6,-5,0,-1,10,-3
COc1ccc(C)cc1S(=O)(=O)Nc1ccncc1,5,1,10,7,-0.2,-1,-10,-9,-7,-7
CCCC(C(=O)NC(C)(C)CC)N(Cc1ccco1)C(=O)CNS(=O)(=O)c1ccccc1 (stereo unspecified),0,-3,0,4,0.9,1,-3,5,0,-1
Cc1ccc(N2C(=O)[C@@H]3[C@H](C2=O)C2c4ccccc4C=CN2[C@@H]3C(=O)c2ccco2)cc1 (stereo partly specified),-9,3,2,3,0.2,-36,-50,-3,26*,-11
CCc1ccc(NS(=O)(=O)c2ccc3oc(=O)ccc3c2)cc1,1,0,0,-8,-0.1,0,-4,-5,-9,1
COc1ccc(N2CCCN(CC(=O)Nc3ccc(Cl)cc3)CC2)cc1,-1,.,-5,9,0.6,-1,-3,-8,.,1
CSc1ccc(CN(C)CC(=O)Nc2ccc(NC(C)=O)cc2)cc1,-2,4,3,-2,-0.5,0,-2,-7,-14,0
CCCCn1ccnc1C(=O)c1cccc(S(=O)(=O)N2c3ccccc3CC2C)c1 (stereo unspecified),2,-5,-3,-4,0.6,4,3,-10,14,11*
CCn1c2ccccc2c2cc(NC(=O)COC(=O)c3cc(Cl)cc(Cl)c3)ccc21,-2,.,-4,6,-0.5,-2,2,-1,.,0
CN1CCN(C2CCN(c3cccc(Cl)c3)CC2)CC1CCO (stereo unspecified),1,2,-4,0,-0.5,4,-7,-7,1,1
COc1ccccc1CN(Cc1ccco1)S(=O)(=O)c1ccc(-n2cnnn2)c(OC)c1,0,-3,1,-6,0.5,2,-2,0,-2,2
O=C1C(CCc2ccccc2)ON=C(c2cnccn2)N1Cc1ccc(F)cc1 (stereo unspecified),-3,-2,-3,0,0.3,3,4,0,12,4
COCCNC(=O)CCc1nnc(Cc2ccc(-c3ccccc3)cc2)o1,5,-13,5,1,0.4,3,-5,-3,-9,-6
CCCCCCC1CCC(C(=O)NC(CCSC)C(=O)NC(C(=O)OC)C(C)C)CC1 (stereo unspecified),1,8,-1,-6,0.5,3,1,-7,12,0
CC(=O)Nc1ccc(Sc2ncnc3scc(-c4ccccc4)c23)cc1,-1,4,1,-5,-1.1,-5,-8,-4,-6,10*
COc1ccc(CN2C3=N[C@H](c4ccccc4)CC(=O)N3/C(=C\c3ccccc3)C2c2ccco2)c(OC)c1 (stereo partly specified),-1,.,5,9,-0.2,-2,-1,-7,.,4
CCCc1cc(=O)[nH]c(SCCOC(=O)c2ccccc2)n1,4,2,-5,5,0.2,0,-1,-5,-10,-4
COc1ccc(C(=O)Nc2ccc(S(=O)(=O)N3CCCC3)cc2)cc1[N+](=O)[O-],-3,0,-3,-1,-0.6,1,-4,-4,3,1
C[C@H](NC(=O)c1nc[nH]c1C(=O)N1CCN(c2ccccc2)CC1)C(=O)OCc1ccccc1,-3,4,4,9,0.2,-1,3,-6,-14,2
CCCCCCC/C=C(\C)[C@@H](O)[C@@H](C)C(=O)N1CCC[C@@H]1C(=O)O[C@H](C(=O)O[C@@H](C)C(=O)O)[C@@H](C)CC,10,.,4,2,.,0,1,-1,.,-4
CC(C)c1ccc(CC(=O)N2CCC2(C)C(=O)NS(=O)(=O)c2cccc(OC(F)F)c2)cc1 (stereo unspecified),0,9,3,-2,-0.3,-5,-6,-1,9,-4
COc1cc(NC(=O)COC(=O)CSc2cc(C)ccc2C)c(C)cc1[N+](=O)[O-],-1,3,-7,-1,0.6,5,4,4,-10,2
Cc1c(C)n(C)c2ccc(C(=O)NCCCN3CCOCC3)cc12,1,-1,4,2,-0.9,-10,-16,7,-14,-6
COC(=O)c1cc(NC(=O)/C=C/c2ccccc2)ccc1O,0,-15,2,-3,-0.2,0,2,-5,7,3
COc1ccccc1CCNC(=O)COc1cccc2c1OC(C)(C)C2,2,10,4,2,-0.1,3,-7,-1,2,-2
O=C(Nc1nnc(Cc2ccccc2)s1)C1CCN(C(=O)c2ccco2)CC1,-2,5,4,-5,0.0,-1,-1,0,10,2
O=C(NCCNC(=O)c1ccc(Cl)cc1Cl)c1ccc(Cl)cc1Cl,0,1,3,7,-0.3,0,3,7,-3,-3
Cc1c(C(=O)/C=C/N(C)C)nnn1-c1ccc(F)c(Cl)c1,3,7,0,-8,-1.5,-5,-16,2,8,-1
CCc1noc(C)c1C(=O)Nc1nc(-c2ccc(OC)cc2)cs1,-1,6,-2,3,-0.2,-1,-4,6,5,2
COc1ccc(N2C(=O)c3ccc(C(=O)Nc4ccccc4O)cc3C2=O)cc1,1,18,-2,6,-0.5,3,-3,1,12,-3
CCO[C@H]1OC(C(=O)NCc2ccccc2)=C[C@@H](c2ccc(C(F)(F)F)cc2)[C@@H]1CCCO,-1,-1,2,1,-0.2,2,2,-4,-4,2
Cc1ccccc1-c1nc(CS(=O)CC(=O)NCc2ccccn2)c(C)o1 (stereo unspecified),-3,1,3,-1,-0.1,-5,-15,-1,2,-2
COC(=O)[C@]12C[C@H](CC(=O)NCCCCc3ccccc3)C(=O)N(CCc3ccc(OC)c(OC)c3)C1=C[C@H](C(C)C)O[C@@H]2C1CC1,1,.,2,-7,0.3,1,5,5,.,5
Cc1ccc(CCNC(=O)CCS(=O)(=O)c2cc3c(cc2C)NC(=O)CO3)cc1,-1,1,-4,0,-0.2,-3,4,-6,-2,0
